# High-throughput results as filed in PubChem.
# SSB-PriA inh = blocks PriA binding to SSB C-terminal tail; AlphaScreen SSBct-PriA binding, biotinylated peptide; inhibition, % at 33 µM; actives 0.6% (n = 430,000); AID 1272365; in the data active = inhibition mostly above about 37%, no sharp cut-off; inactive = mostly below about 20%;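 also: plate controls were negative control peptide for no effect and reference peptide for full effect; strong numbers were not always called active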
# DUSP3 inh = inhibitors of human VHR1 phosphatase (DUSP3); P51452; recombinant VHR phosphatase, pNPP absorbance; inhibition, % at 13.3 µM; actives 0.52% (n = 290,000); in the data active = inhibition above about 50%; also: some compounds called inactive have numbers as strong as hits
# Target sequence (P51452 whole entry, looked up): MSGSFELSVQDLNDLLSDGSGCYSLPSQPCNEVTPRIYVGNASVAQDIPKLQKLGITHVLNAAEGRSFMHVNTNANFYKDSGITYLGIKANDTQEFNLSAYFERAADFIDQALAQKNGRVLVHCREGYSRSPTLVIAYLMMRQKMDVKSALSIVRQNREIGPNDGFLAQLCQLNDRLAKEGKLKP
# Anthrax LF inh2 = blocks Bacillus anthracis lethal factor protease; P15917; multiplex microsphere protease cleavage assay, LF; inhibition, % at 10 µM; actives 0.12% (n = 360,000); also: plate controls were buffer without enzyme for full effect and enzyme alone for no effect
# Target sequence (P15917 whole entry, looked up): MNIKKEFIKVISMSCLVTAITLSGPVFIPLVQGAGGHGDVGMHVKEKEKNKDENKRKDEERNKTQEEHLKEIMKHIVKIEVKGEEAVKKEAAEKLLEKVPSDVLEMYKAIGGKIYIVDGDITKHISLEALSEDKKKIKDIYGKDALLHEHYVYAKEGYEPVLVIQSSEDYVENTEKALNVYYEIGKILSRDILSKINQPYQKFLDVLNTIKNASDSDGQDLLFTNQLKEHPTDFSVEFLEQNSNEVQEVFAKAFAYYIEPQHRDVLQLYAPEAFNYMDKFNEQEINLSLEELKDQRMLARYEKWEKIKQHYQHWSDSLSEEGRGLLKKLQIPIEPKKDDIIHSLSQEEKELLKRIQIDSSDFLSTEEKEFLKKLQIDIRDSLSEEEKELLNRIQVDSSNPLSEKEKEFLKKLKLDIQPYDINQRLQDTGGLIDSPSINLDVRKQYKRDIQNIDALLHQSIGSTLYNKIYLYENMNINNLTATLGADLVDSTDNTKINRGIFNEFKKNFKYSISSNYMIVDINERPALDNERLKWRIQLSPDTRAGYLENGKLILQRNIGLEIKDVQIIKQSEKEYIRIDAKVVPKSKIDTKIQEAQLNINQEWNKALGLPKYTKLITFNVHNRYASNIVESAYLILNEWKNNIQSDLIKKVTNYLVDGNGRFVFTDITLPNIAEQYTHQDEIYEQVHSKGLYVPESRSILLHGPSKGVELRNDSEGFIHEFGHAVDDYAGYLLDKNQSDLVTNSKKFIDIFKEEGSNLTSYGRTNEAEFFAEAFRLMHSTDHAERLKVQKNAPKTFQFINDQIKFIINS
# BoNT A protease = BoNT A light chain protease inhibition; multiplex microsphere protease substrate cleavage, flow cytometry; inhibition, % at 10 µM; actives 0.17% (n = 360,000); also: plate controls were buffer without enzyme for full effect and enzyme alone for no effect
# PfHsp40 yeast = compounds rescuing yeast from Plasmodium falciparum HSP40 toxicity. S. cerevisiae expressing PfHsp40, growth rescue, ATP luminescence. growth rescue, % at 12.5 µM. actives 0.68% (n = 340,000). AID 504582; in the data active = growth rescue above about 28%, passing the limit was not always enough; inconclusive = no clear call, values can overlap the other calls;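 also: yeast W303a lacking pdr1 and pdr3 grown in galactose medium; growth measured after three days at 30 °C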
# TcdB GH inh = inhibitors of Clostridioides difficile toxin B glycohydrolase. actives 0.24% (n = 350,000). TcdB glycohydrolase enzymatic assay, plate reader. inhibition, % at 9.99 µM. P18177; in the data active = inhibition above about 10%
# 3CLpro inhibitor = SARS-CoV 3CLpro protease inhibition | P0C6X7 | recombinant SARS-CoV 3CLpro, quenched FRET peptide cleavage | actives 0.14% (n = 290,000) | inhibition, % at 6 µM; in the data active = inhibition above about 12%
# CCHFV vOTU inh = blocks the CCHF virus ovarian tumor domain protease; actives 0.55% (n = 370,000); inhibition, % at 11.5 µM; AID 651958; CCHFV vOTU protease, Pep-AMC fluorescence; in the data active = inhibition above about 30%; also: 0% = vehicle wells with enzyme and 100% = no enzyme wells
# BH1578 lux ind = induces V. cholerae light production without autoinducers. activation, % at 18.7 µM. AID 588436. V. cholerae BH1578 lux reporter, luminescence, 6 h. actives 0.16% (n = 350,000); in the data active = activation mostly above about 9.7%, no sharp cut-off; inconclusive = no clear call, values can overlap the other calls; inactive = mostly below about 3.7%; also: not every result past the cut was called active; inactives centre near 0; reference of the scale not given here
# Y pestis TopoI = blocks Yersinia pestis topoisomerase I activity; Y. pestis Topo-I cleavage product accumulation, plate reader; activity, % at 10 µM; actives 0.064% (n = 360,000); AID 504884; in the data active = activity above about 50%, passing the limit was not always enough; inconclusive = no clear call, values can overlap the other calls; also: inactives centre near 2
# * marks the source's active call; other numbers are inactive results; i = inactive; ? = inconclusive; . = not tested or not shown; & = joins results of further samples. Rule as the data show it, unless noted: active = inhibition above about 30%; inconclusive = no clear call, values can overlap the other calls; inactive = below that.
# The line under a structure holds: SSB-PriA inh, DUSP3 inh, Anthrax LF inh2, BoNT A protease, PfHsp40 yeast, TcdB GH inh, 3CLpro inhibitor, CCHFV vOTU inh, BH1578 lux ind, Y pestis TopoI
> COc1ccccc1C1CC(c2ccccc2)=NN1C(=S)Nc1ccccc1 (configuration not stated)
→ 3, -3, 1, 4.0, 0.5, 1.2, -2, -3, i, -7
> CCCCCCCCS(=O)CCC(=O)O (configuration not stated)
→ -4, -15, 6, 1.0, -0.3, -0.1, -4, -1, 1.1, 0
> S=c1[nH]nc(-c2cc(-c3ccccc3)n[nH]2)n1/N=C/C=C/c1ccccc1
→ ., 4, ., ., 1.0, 2.8, -3, -10, i, -1
> CCn1cc([N+](=O)[O-])c(C(=O)N2N=C(c3ccc(OC)cc3OC)CC2c2ccccc2O)n1 (configuration not stated)
→ 21, 4, 0, 0.0, 3.4, -0.6, 6, 15, -0.6, 12
> O=C1Nc2cc(Cl)c(Cl)cc2N(O)N1c1ccccc1
→ -7, -2, 2, 0.8, 0.3, ., 6, 8, i, 2
> CCOC(=O)c1c(C)nc2sc(C(N)=O)c(N)c2c1-c1ccc(OC)cc1
→ -2, 35, -2, 0.1, 2.7, ., 2, -2, -0.2, 10
> O=C(c1ccncc1)N1CCN(c2ccc3ccccc3n2)CC1
→ 2, 39, -3, -0.4, -0.1, 0.2, -1, 7, i, 2
> COc1cc(/C=C/CNC[C@H]2O[C@@H](n3ccc(=O)[nH]c3=O)[C@H](O)[C@@H]2O)ccc1O
→ -8, ., 2, 0.1, 0.5, -1.1, ., 12, i, 1
> CCCN(C(=O)c1nc2nc(C)cc(C)n2n1)c1c(N)n(Cc2ccccc2)c(=O)[nH]c1=O
→ 8, ., -3, 0.4, -0.2, 1.1, ., -5, i, -4
> C=CCNC(=O)CN(c1ccc(OC)cc1OC)S(C)(=O)=O
→ 3, 17, -5, 0.1, 2.4, ., -3, -1, i, 6
> COc1cc2cc(C(=O)N3CCN(Cc4ccc5c(c4)OCO5)CC3)c(=O)oc2cc1OC
→ -6, 35, -4, -0.6, -1.1, -3.1, 2, -289, -1.2, 0
> NNC(=O)COc1ccc(-c2nccc(-c3ccc(F)cc3)n2)cc1
→ 10, 45, -1, -0.4, 0.2, -0.3, 1, -11, i, 4
> CC(C)NC(=O)CSc1nc2ccccc2n1CC(=O)N1CCc2ccccc21
→ -17, 36, -2, -0.1, -0.1, 0.2, -1, ., i, 10
> COc1ccc(S(=O)(=O)N(CC(=O)NC2CC3CCC2C3)c2ccccc2OC)cc1 (configuration not stated)
→ 0, 28, 8, -1.8, -0.2, 1.5, 6, -3, -0.2, 28
> COCCn1c(N)c(C(=O)NS(=O)(=O)c2ccc(C)cc2)c(=O)[nH]c1=O
→ -9, 15, -8, -0.9, 0.8, -4.2, -4, 5, 1.4, 6
> CC1CCN(c2oc(-c3ccccc3Cl)nc2C#N)CC1
→ 49*, 10, -4, -0.7, 1.1, ., -1, 7, 0.6, 16
> COc1ccc(N=N/C(=C\O)C(=O)c2ccco2)cc1
→ ., 9, -3, 1.3, -0.8, 0.8, -1, 1, -0.5, 11
> Cc1cc(C(F)(F)F)c2c(C)nn(-c3ccccc3)c2n1
→ -2, ., -4, -0.5, 0.0, -0.1, ., 2, 0.8, -1
> O=C(CN1CCN(c2ccccc2F)CC1)c1ccc(O)c(O)c1
→ -9, -9, -1, -4.3, 0.8, -1.8, -2, 13, i, 1
> COc1ccc(C(=O)N2CCCC(O)C2)cc1OC1CCN(C(C)C)CC1 (configuration not stated)
→ -9, 7, -1, 6.7, 0.2, 2.8, -1, 6, 0.6, 3
> CN(C)c1ccc(C(=O)OCC(=O)Nc2ccc(N3CCOCC3)cc2)cc1
→ 7, 13, -8, -0.3, -2.6, 0.7, -2, 5, -0.9, -7
> O=C(c1ccco1)N(Cc1cccc(Br)c1)C1CCS(=O)(=O)C1 (configuration not stated)
→ -3, -1, -4, -0.9, 0.3, 0.6, 6, 7, -2.6, -3
> CN(/N=C/C=C/c1ccccc1)C1=NS(=O)(=O)c2ccccc21
→ ., 47, 1, -0.2, -1.0, 1.4, 0, -6, -0.3, -1
> O=C(C1CCCCC1)N1CCC(O)(c2ccc(Cl)cc2)CC1
→ 2, 11, 23, 1.4, 0.5, ., 0, ., -18, -10
> COc1ccc(CCNC(=O)COc2ccc(-c3ccccc3)cc2)cc1OC
→ -5, 13, 1, 0.2, -0.5, ., 1, 5, -0.3, 37
> N/C(=N\OC(=O)Cc1ccc([N+](=O)[O-])cc1)c1ccc([N+](=O)[O-])cc1
→ ., -7, -7, -5.8, -0.7, 0.0, 0, -8, -0.5, 3
> CCC(CC)c1nn2c(N)c(/C=C3\C=Nc4ccccc43)c(=O)nc2s1
→ ., 3, ., ., -1.0, 0.4, 4, 0, i, 14
> Cn1nnnc1SCC(=O)N1CCOCC1
→ -5, 16, 9, -0.2, 1.5, ., 0, 3, -3.3, 3
> CCOc1cc(/C=C\[N+](=O)[O-])ccc1OCC(=O)Nc1ccccc1C
→ 2, -8, 4, 2.9, -0.3, ., 6, ., -0.1, -5
> O=C(CN1CC(c2ccccc2)CC1=O)OCc1cccc(Br)c1 (configuration not stated)
→ -19, 19, -26, ?, 0.0, ., 2, 0, ., 42

# More structures
canonical_smiles	SSB-PriA inh	DUSP3 inh	Anthrax LF inh2	BoNT A protease	PfHsp40 yeast	TcdB GH inh	3CLpro inhibitor	CCHFV vOTU inh	BH1578 lux ind	Y pestis TopoI
CCOC(=O)c1ccc(NC(=O)CNC(=O)c2ccco2)cc1	-10	18	19	-1.7	0.6	0.4	1	-6	-1.3	3
O=C(CN1C(=O)NC2(CCOc3ccccc32)C1=O)c1cccs1 (configuration not stated)	-3	.	-3	-0.7	-1.0	-8.7	.	12	-1.0	-6
NNC(=O)c1sccc1OCc1cccc(C(F)(F)F)c1	-3	37	-4	0.0	0.7	0.7	8	22	-0.8	-1
CNC(=O)c1cc(NC(=O)CCn2nc(-c3ccccc3)c3ccccc3c2=O)ccc1OC	16	20	-2	-0.2	-0.6	-0.3	1	5	-0.3	3
O=[n+]1cc(-c2cccc3ccccc23)n([O-])c2c1CCC2	-9	8	4	-0.1	-1.0	.	6	18	0.4	0
CCOc1ccc(C(C(=O)Nc2ccc(F)cc2)N(C(=O)Cn2nnc3ccccc32)C2CC2)cc1 (configuration not stated)	6	10	-4	0.0	0.2	1.4	5	2	i	11
Cn1nc(C(=O)NC2CCCc3ccccc32)ccc1=O (configuration not stated)	-3	22	1	-0.6	1.6	1.1	0	5	-0.2	-7
Cc1ccc(S(=O)(=O)N2CCCN(Cc3nc4ccccc4c(=O)[nH]3)CC2)cc1	3	.	.	.	-0.3	-2.2	.	8	-0.6	30
CC1(c2cc([N+](=O)[O-])cc([N+](=O)[O-])c2)CC(C)(C)N(C(=O)c2ccccc2)c2ccccc21 (configuration not stated)	30	14	-10	-0.3	0.2	.	2	-1	.	-1
CC(=O)c1nn(-c2cccc(Br)c2)cc1C(=O)c1ccc(C)cc1	-4	-14	?	-1.4	-0.8	.	0	4	-0.7	8
CCCCC(=O)NS(=O)(=O)c1ccc(N=NN(CC)CC)cc1	-23	11	1	-0.2	-0.3	2.8	4	6	-0.2	1
CC1=NN(C(=O)Cc2ccc(C)cc2)C(O)(c2cccnc2)C1 (configuration not stated)	-8	-6	0	-1.2	-0.1	.	2	5	i	-1
CC(C)OC(=O)C1C(=O)CC(C)(O)C(C(=O)OC(C)C)C1c1ccccc1 (configuration not stated)	-2	4	-1	-0.1	-0.4	0.5	3	-9	-0.3	-1
CCC(=O)Nc1ccc2c(c1)C(=O)N(C1CCCCC1)C2=O	-8	0	-1	-0.3	1.6	.	-6	-26	-4.2	3
CCc1cc(=O)oc2cc(C)c(CN3CCCCC3)c(O)c12	-9	26	.	.	-1.3	.	-4	7	-0.1	4
COc1ccc(OCCOC(=O)c2cc(S(=O)(=O)N3CCOCC3)c(Cl)cc2Cl)cc1	-16	.	3	5.8	-0.2	-1.2	.	1	-0.6	1
COc1ccc(-c2ccc([C@H]3[C@H]4C=CC[C@@H](C)[C@@H]4C(=O)N3Cc3ccccc3)c(F)c2)cc1C	-16	19	-2	-0.3	-1.2	-5.8	.	12	i	11
CCOc1ccc2nc(SCC(=O)NC3CCS(=O)(=O)C3)[nH]c2c1 (configuration not stated)	-10	8	-6	0.1	-1.2	.	0	-3	-5.9	1
CN(C(=O)c1cccc(NC(=O)Cc2cccc(NC(=O)C3CCN(C(=O)C4CC4)CC3)c2)c1)C1CCC1	-4	.	-4	0.0	0.6	2.5	.	2	-0.5	23
CN(C)c1ccc(C2C3C(=O)N(c4ccc(C(=O)O)cc4)C(=O)C3ON2c2ccccc2)cc1 (configuration not stated)	-17	15	-2	-0.7	0.0	.	-2	4	i	3
Cc1ccc(CN2C(=O)C(CC(C)C)Nc3ncnc(N4CCCCC4)c32)cc1 (configuration not stated)	.	.	-1	0.0	.	2.5	.	7	.	.
O=c1c2c(n3cnnc3n1-c1ccccc1)-c1ccccc1CC21CCCC1	-9	-1	-1	-0.4	-0.5	-0.1	0	-3	-0.2	18
c1ccc(NCn2cncn2)nc1	-8	0	0	-1.0	0.2	.	0	4	-2.1	3
c1ccc2c(c1)CCCN2Cc1nnc2n1CCCCC2	-5	8	-3	1.1	0.5	.	1	1	i	1
O=C(Nc1ccc(Nc2ccccc2)cc1)C(Cl)Cl	16	-7	-5	-0.2	8.2	.	-2	2	-6.0	-23
COc1ccc(C(=O)c2ccc(OC)cc2O)c(O)c1	-8	16	-3	1.0	0.1	.	-1	18	-0.5	-4
CCC(C)Sc1cccc(-c2nc3ccc(C)cn3c2NCc2ccccc2)c1 (configuration not stated)	-3	.	-10&-6	-1.2&0.1	7.1	0.4&0.9	.	-3&-5	i	43
CCC(=O)Nc1nc2ccc(S(C)(=O)=O)cc2s1	-13	26	1	-0.3	0.5	.	-2	0	-0.3	3

# Quoted at random: 5 records from the list
canonical_smiles	SSB-PriA inh	DUSP3 inh	Anthrax LF inh2	BoNT A protease	PfHsp40 yeast	TcdB GH inh	3CLpro inhibitor	CCHFV vOTU inh	BH1578 lux ind	Y pestis TopoI
COc1ccc(N=N/C(=C\O)C(=O)c2ccco2)cc1	.	9	-3	1.3	-0.8	0.8	-1	1	-0.5	11
O=C(c1ccco1)N(Cc1cccc(Br)c1)C1CCS(=O)(=O)C1 (configuration not stated)	-3	-1	-4	-0.9	0.3	0.6	6	7	-2.6	-3
CCOC(=O)c1ccc(NC(=O)CNC(=O)c2ccco2)cc1	-10	18	19	-1.7	0.6	0.4	1	-6	-1.3	3
CCC(=O)Nc1ccc2c(c1)C(=O)N(C1CCCCC1)C2=O	-8	0	-1	-0.3	1.6	.	-6	-26	-4.2	3
CN(/N=C/C=C/c1ccccc1)C1=NS(=O)(=O)c2ccccc21	.	47	1	-0.2	-1.0	1.4	0	-6	-0.3	-1

# An excerpt; the hit share may differ from the screen's.
